Compound activity: PubChem BioAssay, National Center for Advancing Translational Sciences (NCATS)
KinaseGlo FLuc = blocks Kinase-Glo luciferase, a counter-screen artifact | Q27757 | Kinase-Glo luciferase, ATP luminescence, 8 min | Potency, µM (titrated, usually from 38.3 µM), for the others: at the highest dose activity change, negative = inhibition, most hits filed as inhibitors | 200,000 tested, 0.28% active; also: potency is read from the fitted curve at half-maximal effect; % is scaled to controls: 0 for no effect and ±100 for the full control effect; nearly all actives have a fitted effect of over 60% in size
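Substrate mix (final 50 mM imidazole pH 7.2, 50 mM KCl, 7 mM MgCl2, 10 uM ATP, 0.01% Tween 20, 0.05% BSA) plus pin-tool compound, then Kinase-Glo detection mix; 8 min ambient, luminescence read.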
IMPase Li cell = cell-permeable IMPase inhibitors with lithium potentiation; CHO-M1 cells, IP1 TR-FRET (IP-One), carbachol + lithium; 210,000 tested, 0.35% active; Potency, µM (series often up to 59.4 µM), for the others: at the highest dose activity, negative = IMPase inhibition, actives largely listed as inhibitors; AID 1457;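 also: IP1 builds up when IMPase is blocked and the TR-FRET signal falls; potency is read from the fitted curve at half-maximal effect; plate controls were basal vehicle for no effect and high inhibitor control for full effect; nearly all actives have a fitted effect of over 50% in size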
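CHO cells stably expressing M1 receptor (2000/well, cultured 16–30 h) treated 30 min at 37C with compound plus low lithium. Cytosolic IP1 by TR-FRET (665/620 ratio and 620 channel) after 10 min lysis; AC50 by Hill fit.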
NPSR antagonist = antagonists of human neuropeptide S receptor cAMP signaling; CHO-NPSR cells, cAMP TR-FRET, antagonist mode; Q6W5P4; AID 1461; Potency, µM (titrated, usually from 38.3 µM), for inactives: at the top dose activity change, negative = inhibition, hits mostly inhibitors; 220,000 tested, 1% active; also: potency is read from the fitted curve at half-maximal effect; % is scaled to controls: 0 for no effect and ±100 for the full control effect; nearly all actives have a fitted effect of over 50% in size; many of its hits are not listed in these tables
Target sequence (Q6W5P4 whole entry, looked up): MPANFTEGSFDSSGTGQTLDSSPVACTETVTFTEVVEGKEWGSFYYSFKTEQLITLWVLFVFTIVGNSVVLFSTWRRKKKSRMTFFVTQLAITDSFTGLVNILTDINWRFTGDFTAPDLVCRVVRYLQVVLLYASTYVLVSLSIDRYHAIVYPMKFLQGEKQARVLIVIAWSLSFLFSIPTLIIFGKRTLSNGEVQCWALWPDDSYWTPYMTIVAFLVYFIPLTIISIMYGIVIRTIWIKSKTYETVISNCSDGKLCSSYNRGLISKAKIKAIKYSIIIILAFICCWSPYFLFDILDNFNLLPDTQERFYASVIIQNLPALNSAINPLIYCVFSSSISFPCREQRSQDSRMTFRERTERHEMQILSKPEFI
Lamin A splicing = modulators of lamin A splicing; HeLa LMNA splicing GFP/RFP minigene ratio, 48 h; Potency, µM (series often up to 46.1 µM), for inactives: at the highest dose ratio change, negative = inhibition, usual class: inhibitors; 200,000 tested, 0.01% active; active = well fitted inhibition curve with a large enough effect in the signal ratio, with a control signal flat, not every such curve was filed as active; inconclusive = small, poorly fitted or top-dose-only effect, or effect the other way, or a change in a side signal; the % refers to the signal ratio; also: potency is read from the fitted curve at half-maximal effect; % is scaled to controls: 0 for no effect and ±100 for the full control effect
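S3 HeLa stable clones carrying a lamin A-EGFP splicing minigene plus DsRed2 were seeded at 600 cells/well in Opti-MEM with 2% FBS, pin-dosed and incubated 48 h at 37°C. Acumen cytometry (488 nm) gave the GFP/RFP total-intensity ratio.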
aGal spleen mod = inhibits or activates alpha-galactosidase in human spleen homogenate | P06280 | human spleen homogenate, 4MU-alpha-Gal fluorescence, 40 min | Potency, µM (highest dose often 80 µM), without a hit: at the highest dose activity change, negative = inhibition, most hits filed as inhibitors | 240,000 tested, 0.008% active;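 also: potency is read from the fitted curve at half-maximal effect; 0% = enzyme with vehicle and -100% = no enzyme basal signal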
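qHTS titration in buffer at pH 5.0. Alpha-galactosidase activity in spleen homogenate was measured via 4-methylumbelliferone release from 1 mM fluorogenic substrate after 40 min at 37C and a pH 10 stop. AC50 came from Hill fits of control-normalized data.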
CBFb RUNX1 block = blocks binding between human CBF-beta and RUNX1; Potency, µM (doses to about 59.8 µM), for the others: at the top dose activity, negative = inhibition, usual class: inhibitors; AlphaScreen CBFb-His/RUNX1-biotin binding, biochemical; 230,000 tested, under 10 active; also: % of control where 0% means no effect
Target sequence (Q01196 whole entry, looked up): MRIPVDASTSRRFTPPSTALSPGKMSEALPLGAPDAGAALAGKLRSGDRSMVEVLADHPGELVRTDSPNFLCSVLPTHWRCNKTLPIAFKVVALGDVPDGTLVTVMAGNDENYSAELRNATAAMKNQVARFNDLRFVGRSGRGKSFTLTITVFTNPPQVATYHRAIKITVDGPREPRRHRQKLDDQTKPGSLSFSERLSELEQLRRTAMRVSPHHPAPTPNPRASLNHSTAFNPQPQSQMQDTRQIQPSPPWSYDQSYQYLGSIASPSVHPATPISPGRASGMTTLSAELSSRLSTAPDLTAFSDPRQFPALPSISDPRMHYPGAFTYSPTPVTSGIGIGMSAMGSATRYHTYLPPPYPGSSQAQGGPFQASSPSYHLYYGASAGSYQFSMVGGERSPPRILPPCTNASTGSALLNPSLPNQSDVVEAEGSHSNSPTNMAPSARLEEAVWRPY
Target sequence (Q13951 whole entry, looked up): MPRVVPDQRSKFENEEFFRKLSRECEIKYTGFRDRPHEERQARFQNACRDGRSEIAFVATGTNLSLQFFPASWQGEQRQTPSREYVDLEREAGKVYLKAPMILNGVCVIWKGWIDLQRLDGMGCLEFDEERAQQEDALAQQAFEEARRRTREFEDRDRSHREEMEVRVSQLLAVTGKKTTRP
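AlphaScreen binding: CBFb-His and RUNX1-biotin (30 nM each) preincubated 20 min, compound added for 15 min, then nickel and streptavidin beads for 90 min, all at room temperature. Disruption of the interaction by any mechanism counts as activity.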
Epigenetic derep = derepresses silenced GFP reporter in murine cells; Potency, µM (doses to about 53.9 µM), for the others: at the highest dose GFP activation, hits mostly activators; murine LDR cells, GFP reporter derepression, 30 h; AID 1865; 280,000 tested, 0.2% active; also: potency is read from the fitted curve at half-maximal effect; % of control where 0% means no effect; nearly all actives have a fitted effect of over 60% in size
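Readout is the number of GFP-expressing murine LDR cells, counted by cytometry following washing. Cells were treated with compound for 30 h at 37 C; the stably integrated CMV-GFP locus is normally silent.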
Numbers without * were called inactive; u = inconclusive; x = not tested or not shown; [ ] = dose if it differs, or a comment. Unless noted, calls follow the shape of the dose curve; as a rule, active = well fitted curve in the direction sought with a large enough effect; inconclusive = small, poorly fitted or top-dose-only effect, or another doubt; inactive = no such curve, though single readings can be large; an effect the other way counts as inactive or inconclusive. A portion of the library (hit frequency here may not be typical).

SMILES | KinaseGlo FLuc | IMPase Li cell | NPSR antagonist | Lamin A splicing | aGal spleen mod | CBFb RUNX1 block | Epigenetic derep
CCN(CC)C(=O)CN1C(=O)C(=O)c2ccccc21 | 0% | 9% | -17% | 14%[46 µM] | -9% | 3% | -4.3%
COc1ccccc1NS(=O)(=O)c1cccc2nsnc12 | x | x | 1%[7.67 µM] | x | -6% | -8% | -1.4%
CCCCCc1cc(=O)oc2c(C(CCN3CCCC3)c3cc(OC)c(OC)c(OC)c3)c(OC)cc(OC)c12 (configuration not stated) | x | x | u | x | -1% | 3% | 2.4%
COc1cc(/C=C(/C#N)c2ccc(C)cc2)ccc1Oc1ccc([N+](=O)[O-])cn1 | 5% | 7% | -14%[46.1 µM] | u | 5% | 0% | 0.0%
COc1cccc(NC(=O)CCSc2ccc(C)cc2)c1 | -1% | -3% | 17% | -4% | -9% | -9% | 0.0%
CCOC(=O)C1=C(C)NC(C)=C(C(=O)OCC)C1c1sccc1C | -2% | 9%[38.3 µM] | -28%[46.1 µM] | 5% | 6% | 9% | 4.8%
CCOC(=O)CSc1nnc(CNC(=O)c2ccc(S(=O)(=O)N3CCOCC3)cc2)n1C | 1% | 13% | 17% | x | -14% | -1% | -5.2%
COc1cc(CNc2ccc(CNc3ncn[nH]3)cc2)cc(Cl)c1OCc1ccccc1 | 0% | 36%[activator] | -35% | u | 15% | -3% | 0.0%
CCSc1nnc(NC(=O)CSc2nnc(C)c(=O)n2N)s1 | 2% | -8% | -3% | u | 0% | u | 0.9%
C(=N\n1cnnc1)/c1ccc(N2CCOCC2)s1 | -1% | 10%[38.3 µM] | u | 1% | 1% | 5% | -0.1%
C/C(=N\NC(=O)c1ccc(Cl)cc1)c1cccc(NC(=O)C(C)C)c1 | -6% | 3%[38.3 µM] | 2%[46.1 µM] | 10% | -14% | 4% | -1.2%
C=CCn1c(SCCOc2ccc(OC)cc2)nnc1C(CO)NC(=O)c1ccc(OC)cc1 (configuration not stated) | -5% | 8%[38.3 µM] | -11%[46.1 µM] | 4% | -4% | 0% | -0.2%
CCC(C)NS(=O)(=O)c1ccc(NC(C)=O)cc1 (configuration not stated) | -1% | 5% | -3%[46.1 µM] | 0% | -15% | 7% | -1.2%
CCOC(=O)c1c(NC(=O)CN2C(=O)NC3(CCCCC3C)C2=O)sc(C)c1C (configuration not stated) | 1% | -2% | -10% | 3% | -11% | -10% | -1.3%
O=C(COC(=O)C1CC(=O)N(c2nc(-c3ccccc3)cs2)C1)c1ccccc1 (configuration not stated) | -1% | 8%[38.3 µM] | -20%[46.1 µM] | 13% | -10% | 1% | -1.2%
CCOc1ccc(Oc2ccc(Cl)cc2NC(=O)CCNC(C)=O)cc1 | -2% | 10% | -14% | -12%[46 µM] | 5% | 4% | -1.1%
Cc1occc1C(=O)Nc1ccc(S(N)(=O)=O)cc1 | -16% | 4% | 8% | x | 3% | u | -1.6%
CC(C)Cc1ccc(C(C)C(=O)Nc2ccccc2O)cc1 (configuration not stated) | x | x | u | x | 2% | 5% | 0.1%
O=C1CC(c2ccccc2)N1c1ccccc1 (configuration not stated) | -2% | -11%[38.3 µM] | -11%[46.1 µM] | 3% | 1% | 1% | -1.3%
CSc1ncccc1C(=O)Nc1nc2c(C)cccc2s1 | 5% | 4% | 21% | u | 8% | 3% | 1.0%
O=C1Nc2ccccc2/C1=N/N=C/c1cccc(O)c1 | x | x | 49% | -13%[46 µM] | 4% | -24% | 1.1%
COc1cc(NC(=O)COC(=O)/C=C/c2ccc(Cl)cc2Cl)cc(OC)c1 | 3% | -6% | 10% | u | 3% | -2% | -0.9%
Brc1ccc2c(c1)c1cc(Br)ccc1n2CC1CO1 (configuration not stated) | -2% | -1% | x | x | 5% | 4% | -1.1%
O=C(c1ccc2c(=O)n(-c3ccccc3)c(=S)[nH]c2c1)N1CCCCC1 | 1% | 25% | -7% | x | -5% | -11% | -1.0%
COC(=O)C(CCSC)NC(=O)/C=C/c1ccc(OC)cc1 (configuration not stated) | -7% | 8% | -3% | -2%[46 µM] | -5% | 4% | -1.4%
O=C1CCCN1CCCNC(=S)Nc1cccc2ccccc12 | 1% | 3% | 6% | 10%[46 µM] | -3% | 4% | -0.5%
c1ccc2c(-c3nn[nH]n3)cccc2c1 | 1% | -3% | 1% | -19% | 5% | 1% | -0.6%
Cc1cc(O)cc2c(=O)c3ccccc3sc12 | -3% | -9% | -1% | u | 9% | 0% | -0.5%
O=C(/C=C/c1ccc2c(c1)OCO2)c1ccccn1 | x | x | -13% | u | -6% | -30% | 1.1%
COc1ccc(C(=O)Oc2ccc3oc(=O)sc3c2)cc1 | -3% | 19%[38.3 µM] | -13%[46.1 µM] | 2% | 12% | -12% | 3.7%
CO/N=C(\CS(=O)(=O)Cc1ccc(OC)cc1)c1ccc(Cl)cc1 | 4% | 7%[38.3 µM] | -14%[46.1 µM] | -1% | -2% | 4% | -1.0%
O=C(Nc1ccncc1)c1ccccc1-c1ccccc1 | 5% | 5% | 10% | -9%[46 µM] | 8% | -4% | 4.1%
S=C(Nc1ccc(Cl)cc1)N(CCCN1CCOCC1)Cc1ccco1 | -1% | 8% | 4% | -14% | 6% | 8% | -0.9%
COc1ccc(-c2nnc(NC(=O)Cc3ccccc3)s2)c(OC)c1 | x | x | u | x | 1% | 0% | -1.6%
NC(=O)NC(=O)CSc1nc(C2CCCCC2)n(-c2ccccc2)n1 | 0% | 0% | -30% | u | -6% | -3% | 0.0%
CCCCN(CCCC)C(=S)NC(=O)C(C)(C)C | 3% | 9% | 13% | 7% | -4% | -12% | -3.0%
COC(=O)N/N=C/c1cn(Cc2ccc(F)cc2)c2ccccc12 | x | x | -20% | x | 6% | 2% | 0.1%
CCCCCCCCCCCCCCCCCC(=O)OCC(C)O (configuration not stated) | -19%[39.9 µM] | 18% | x | x | -3% | -17% | -2.1%
CC(C)(C)NC(=O)Nc1ccc(F)c(Cl)c1 | x | x | -16% | x | 6% | 15% | 0.5%
CC(C)c1ccc(N(C(=O)c2cc3ccccc3oc2=O)C2C=CS(=O)(=O)C2)cc1 (configuration not stated) | 3% | 4% | 11% | u | 7% | 2% | -1.1%

Single values from above:
`O=C(Nc1ccncc1)c1ccccc1-c1ccccc1` | Lamin A splicing: -9%[46 µM]
`CCCCCCCCCCCCCCCCCC(=O)OCC(C)O` (configuration not stated) | Epigenetic derep: -2.1%
`S=C(Nc1ccc(Cl)cc1)N(CCCN1CCOCC1)Cc1ccco1` | aGal spleen mod: 6%
`CC(C)c1ccc(N(C(=O)c2cc3ccccc3oc2=O)C2C=CS(=O)(=O)C2)cc1` (configuration not stated) | CBFb RUNX1 block: 2%
`CO/N=C(\CS(=O)(=O)Cc1ccc(OC)cc1)c1ccc(Cl)cc1` | CBFb RUNX1 block: 4%
`CC(C)(C)NC(=O)Nc1ccc(F)c(Cl)c1` | CBFb RUNX1 block: 15%

The main list resumes with the two entries that preceded the break.
SMILES | KinaseGlo FLuc | IMPase Li cell | NPSR antagonist | Lamin A splicing | aGal spleen mod | CBFb RUNX1 block | Epigenetic derep
CC(C)(C)NC(=O)Nc1ccc(F)c(Cl)c1 | x | x | -16% | x | 6% | 15% | 0.5%
CC(C)c1ccc(N(C(=O)c2cc3ccccc3oc2=O)C2C=CS(=O)(=O)C2)cc1 (configuration not stated) | 3% | 4% | 11% | u | 7% | 2% | -1.1%
O=c1[nH]c2ccccc2nc1/C=C(\O)c1cccs1 | -24% | 2% | 13% | x | 3% | 5% | 22µM*
COc1ccc(-c2nnn(CC(=O)N(c3cccc(O)c3)C(C)C(=O)NC3CCCC3)n2)cc1OC (configuration not stated) | -4% | 5% | 42% | 4%[46 µM] | -11% | 4% | 0.0%
Cc1cc(-n2c(C)cc(C(=O)CSc3ncnc4ccccc34)c2C)no1 | -2% | -2%[38.3 µM] | -14%[46.1 µM] | u | 13% | -6% | 0.0%
O=C(NC1(C(F)(F)F)NC(=O)N(Cc2cccnc2)C1=O)c1ccccc1Cl (configuration not stated) | 6% | -1%[38.3 µM] | -8%[46.1 µM] | 12% | -1% | 1% | 0.0%
CCOc1ccc(C2C(C(C)=O)=C(O)C(=O)N2CCc2c[nH]c3ccccc23)cc1 (configuration not stated) | 0% | -12% | 28% | 7%[46 µM] | -6% | -10% | 1.1%
CC(=O)Nc1cccc(C(=O)OC(C(=O)c2ccc(C)cc2)c2ccccc2)c1 (configuration not stated) | 0% | 12%[38.3 µM] | u | -5% | -5% | -1% | -3.2%
CSc1ccccc1NC(=O)c1cnc2scc(C)n2c1=O | -4% | 6%[38.3 µM] | -18%[46.1 µM] | -2% | 0% | 19% | 0.0%
O=C(O)C1CSC2(CCN(Cc3ccccc3)CC2)N1 (configuration not stated) | 1% | 1% | -1%[46.1 µM] | -11% | -1% | 3% | 0.0%
C[N+]12CCCCC1C(COC(=O)c1ccc3c(c1)OCO3)CCC2 (configuration not stated) | 15% | 33%[38.3 µM] | 0%[46.1 µM] | u | -3% | 8% | -1.1%
CCOc1nc(-c2ccncc2)nc2ccccc12 | 2% | -8% | -12%[46.1 µM] | -4% | 4% | -1% | -2.0%
COc1cccc(N=CC=C2OC(C)(C)C(C)(C)O2)c1 | 3% | 4% | -10% | x | 8% | 9% | 2.3%
CCOP1(=O)OCC2OC(n3cnc4c(N)ncnc43)C(O)C2O1 (configuration not stated) | x | x | 15% | x | 0% | -1% | 0.4%
CC(C)CCOP(=O)(c1ccc(N(C)C)cc1)C(Nc1ccccc1)c1ccc(N(C)C)cc1 (configuration not stated) | x | x | 22% | x | -3% | -21% | -1.3%
CCOC(=O)C1CCCN(c2ccc(NC(=O)c3snc4c(=O)[nH]c(C)nc34)cc2)C1 (configuration not stated) | -7% | 34%[activator][38.3 µM] | -1%[46.1 µM] | 3% | -21% | -7% | 1.1%
CCCCNC(=O)c1onc(CSc2ccccc2CC)c1C(=O)O | 3% | -2%[38.3 µM] | -15%[46.1 µM] | u | -11% | 10% | -1.3%
Cc1ccc(/C=N\n2c(-c3ccccc3)n[nH]c2=S)s1 | -2% | -3%[38.3 µM] | -16%[46.1 µM] | u | -9% | -9% | 0.0%
O=C(C(Cc1ccccc1)n1cccc1)N1CCN(Cc2ccccc2)CC1 (configuration not stated) | 3% | 23%[38.3 µM] | -10%[46.1 µM] | -9% | -3% | -17% | 0.7%
